From PubChem BioAssay
Giardia FBPA inh: blocks Giardia fructose-bisphosphate aldolase activity | 290,000 compounds, 0.71% hits | AID 2451 | Potency, µM (series often up to 59.6 µM), without a hit: top-dose activity, negative = inhibition, most hits filed as inhibitors | purified Giardia FBPA | A8B2U2; note: potency is the fitted concentration of half-maximal effect; % is set by controls: 0 for no effect and ±100 for the full control effect; nearly all actives have a fitted effect of over 55% in size
Target sequence (A8B2U2 whole entry, looked up): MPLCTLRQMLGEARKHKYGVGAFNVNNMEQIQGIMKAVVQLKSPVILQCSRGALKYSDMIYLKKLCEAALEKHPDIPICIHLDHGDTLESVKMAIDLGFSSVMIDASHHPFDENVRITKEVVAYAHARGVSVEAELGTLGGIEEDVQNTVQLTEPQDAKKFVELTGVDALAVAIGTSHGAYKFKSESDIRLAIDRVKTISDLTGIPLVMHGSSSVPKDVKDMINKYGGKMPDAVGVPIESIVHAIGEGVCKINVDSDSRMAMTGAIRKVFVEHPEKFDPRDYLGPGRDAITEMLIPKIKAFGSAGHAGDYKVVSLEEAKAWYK
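Giardia FBPA (40 nM reagent) was preincubated 10 min at RT with compound (up to 57.5 uM final), then substrate plus GAPDH/TPI/NAD/arsenate coupling system with diaphorase/resazurin was added; resorufin fluorescence (525/598 nm) was read after 20 min.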
Pf growth 96h: inhibits malaria parasite growth, 96 h; 320,000 compounds, 6.9% hits; Potency, µM (top dose mostly 28.7 µM), for the others: at the top dose activity change, negative = inhibition, actives largely listed as inhibitors; P. falciparum luciferase reporter growth, 96 h; note: potency is the fitted concentration of half-maximal effect; % is set by controls: 0 for no effect and ±100 for the full control effect
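Delayed-death screen, second-generation endpoint: infected erythrocytes, 2% hematocrit, 0.05% parasitemia final; 96 hours at 37 C, 5% CO2; luciferase detection reagent; luminescence decrease equals reduced growth.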
HCV inhibitor: HCV inhibition; Huh7.5.1 HCVcc-Cre infection, luciferase reporter, 44 h; 340,000 compounds, 3.4% hits; AID 651820; Potency, µM (highest dose often 41.8 µM), inactives show at the highest dose activity change, negative = inhibition, hits mostly inhibitors; note: potency is the fitted concentration of half-maximal effect; % is set by controls: 0 for no effect and ±100 for the full control effect
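Cells (1,000/well) were plated 4 h before compound, then infected with HCVcc-Cre virus (~0.5 moi). After 44 h further culture, infection was read as luciferase luminescence following a 15 min substrate incubation at room temperature.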
Shiga inhibitor: inhibitors of Shiga toxin in Vero cells | Vero cells, Shiga toxin protein synthesis inhibition reporter | 290,000 compounds, 9.2% hits | inhibition, % at 38.7 µM; in the data active = inhibition mostly above about 28%, no sharp cut-off; inactive = mostly below about 43%; note: 0% is about no effect
Pf growth 48h: inhibits P. falciparum growth in the first generation, 48 h | P. falciparum luciferase growth in erythrocytes, 48 h | Potency, µM (top dose mostly 28.7 µM), for inactives: at the highest dose activity change, negative = inhibition, usual class: inhibitors | 310,000 compounds, 5.9% hits | AID 504832; note: potency is the fitted concentration of half-maximal effect; % is set by controls: 0 for no effect and ±100 for the full control effect
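Growth was read as firefly luciferase luminescence after a 48 h, 37 C, 5% CO2 exposure of compounds to reporter-bearing P. falciparum cultures (0.1% parasitemia, 2% hematocrit final) in Albumax-supplemented RPMI 1640.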
CHX counter: counter-screen for Shiga toxin inhibitors: cycloheximide protein synthesis inhibition; AID 2314; 300,000 compounds, 12% hits; cell reporter, cycloheximide protein synthesis inhibition counterscreen; max response, %; in the data active = max response mostly above about 13%, no sharp cut-off; inactive = mostly below about 14%; note: read at 38.3 µM for the half of the compounds with a filed dose; 0% is about no effect
* marks the source's active call; other numbers are inactive results; u = inconclusive; x = not tested or not shown; & = joins results of further samples; [ ] = remark or other dose. Unless noted, calls come from the whole dose curve; as a rule, active = well fitted curve in the direction sought with a large enough effect; inconclusive = small, poorly fitted or top-dose-only effect, or another doubt; inactive = no such curve, though single readings can be large; an effect the other way counts as inactive or inconclusive.

no. | smiles | Giardia FBPA inh | Pf growth 96h | HCV inhibitor | Shiga inhibitor | Pf growth 48h | CHX counter
1 | O=C1NN(c2ccccc2)C(=O)C2C3C=CC(C4CC34)C12 (stereo not drawn) | -1% | 77%[activator] | 5% | -10 | -1% | -2
2 | CCCOc1ccc(C(=O)N2CCN(c3ccc(N)cc3Cl)CC2)cc1 | 1% | x | -5% | -13 | u | -1
3 | O=C(Nc1cccc(-n2cnnn2)c1)c1cnccc1Cl | -6% | 28% | 2% | -7 | 6% | -5
4 | O=C(O)c1cc2cc(Cl)cc(Cl)c2oc1=O | 16% | u | 13% | 21 | 0% | -2
5 | CCN(CC)c1ccc(C(=O)N/N=C(\C)c2cccnc2)cc1 | 1% | -6% | u | 11 | u | 14
6 | COCCSc1ccccc1C(=O)Nc1cc([N+](=O)[O-])ccc1OC | -4% | u | 7.9µM* | 16 | -4% | -1
7 | CCOC(=O)c1c(C)[nH]c(C(=O)COC(=O)c2cnccn2)c1C | x | u | -1% | x | u | x
8 | CCCCCCC(=O)NNC(=O)c1c(O)c2ccccc2n(CCC)c1=O | 11% | 22% | -13% | -13 | 17% | -2
9 | CC(NC(=O)C1CCCC1)C1CC2CCC1C2 (stereo not drawn) | 33% | 0% | 12% | 15 | 1% | 4
10 | O=C(CCc1ccccc1)N/N=C\c1cc2c(cc1Br)OCO2 | 5% | u | -14% | -10 | 42%[activator] | -2
11 | COc1ccc(CCN2CC(C(=O)Nc3ccc4c(c3)OCO4)CC2=O)cc1OC (stereo not drawn) | 1% | -5% | 0% | 26 | 16% | 6
12 | Cc1ccc(C)c(C(=O)CN2C(=O)NC3(CCc4ccccc43)C2=O)c1 (stereo not drawn) | x | 15µM* | -8% | x | u | x

no. | smiles | Giardia FBPA inh | Pf growth 96h | HCV inhibitor | Shiga inhibitor | Pf growth 48h | CHX counter
13 | COc1ccc(Cl)cc1N(CC(=O)N1CCCCCC1)S(C)(=O)=O | 7% | -1% | 15% | -4 | 13% | -2
14 | O=C(COC(=O)c1cccnc1Cl)Nc1cc(S(=O)(=O)N2CCCCCC2)ccc1Cl | x | -9% | u | x | u | x
15 | Cc1ccc(NC(=O)CCS(=O)(=O)c2cccc3nonc23)cc1Cl | -5% | 6% | 0% | 7 | -11% | 3
16 | COc1ccccc1NC(=O)Nc1nc(CC(=O)NC2CCCC2)cs1 | x | u | u | x | u | x
17 | COc1ccc(N2CCN(C(=O)COC(=O)CCOc3ccc(C(C)(C)C)cc3)CC2)cc1 | x | 70%[activator] | 13% | x | 20% | x
18 | CCN(CC(=O)Nc1sc2c(c1C#N)CCCC2)CC(=O)NC1CCS(=O)(=O)C1 (stereo not drawn) | -4% | 18% | -12% | 20 | 6% | -3
19 | O=C(O)c1ccc(NC(=O)C2(c3ccccc3)CCCC2)cc1 | 19% | -1% | -6% | -5 | 4% | -3
20 | CCCN(CCC)S(=O)(=O)c1ccc(C(=O)N2CCCc3ccccc32)cc1 | 7% | x | u | -26 | -28% | -7
21 | COc1ccc(C(C)(C)NC(=O)C2CCC(=O)N(CCCN3CCCC3=O)C2)cc1 (stereo not drawn) | 12% | u | 4% | -4 | u | 15
22 | COC(=O)CCC(=O)NNC(=O)CCC(=O)Nc1cccc(Cl)c1C | 6% | 109%[activator] | -3% | -1 | 1% | 8
23 | CCOCCCNS(=O)(=O)c1ccc2c(c1)OCCO2 | 1% | -13% | 3% | 63 | 2% | -5
24 | CCOc1ccccc1C1CC(=O)NC(SCC)=C1C#N (stereo not drawn) | -2% | x | -18% | 14 | -10% | -2

no. | smiles | Giardia FBPA inh | Pf growth 96h | HCV inhibitor | Shiga inhibitor | Pf growth 48h | CHX counter
25 | O=C1c2cccc(Sc3ccccc3)c2C(=O)c2c(Sc3ccccc3)cccc21 | u | u | -4% | 31 | 13µM* | 9
26 | Cc1ccc(N/C=C2\CCCCC2=O)nc1 | -13% | u | u | 107* | 0% | 58*
27 | COc1ccc(-n2ncc3c2CC(C)(C)CC3NC(=O)C2CCN(C(C)=O)CC2)cc1 (stereo not drawn) | x | 12% | 9% | 23* | -5% | 19*
28 | O=C(NCC1CCCN(C(=O)NCc2ccccc2)C1)c1ccc2c(c1)OCO2 (stereo not drawn) | 0% | 83%[activator] | 10% | 4 | 18% | 11
29 | O=C(CCCc1ccccc1)Nc1ccnn1C1CCN(Cc2ccccn2)CC1 | x | -4% | 26% | -15 | -17% | 5
30 | O=C(CSc1nnc(-c2ccccn2)o1)Nc1ccccc1C(F)(F)F | -5% | 2% | 10% | 63* | 94%[activator] | 6
31 | CCOC(=O)c1sc2ccccc2c1NC(=O)c1coc2ccccc2c1=O | 2% | -2% | -2% | -12 | 8% | -2
32 | CCN(CC)S(=O)(=O)c1cccc(NC(=O)c2cc(=O)[nH]c3ccccc23)c1 | -2% | 13% | -26% | -6 | 3% | -3
33 | O=C(Nc1ccccc1C(=O)Nc1ccc2c(c1)OCO2)c1cccs1 | 1% | 84%[activator] | -10% | 43 | x | 17*
34 | N#CC(C#N)=C1NC(N)=C(C#N)C(c2ccccc2)=C1C#N | 4% | 24% | x | -2 | x | -2
35 | CC1(C)Cc2c(sc3nn[nH]c(=O)c23)CO1 | -2% | 13% | 23% | -8 | 4% | -6
36 | CCN(CC)S(=O)(=O)c1ccc(C(=O)OCCN2C(=O)c3cccc4c(N5CCOCC5)ccc(c34)C2=O)cc1 | 0% | 7% | u | -9 | -9% | -3

no. | smiles | Giardia FBPA inh | Pf growth 96h | HCV inhibitor | Shiga inhibitor | Pf growth 48h | CHX counter
37 | CCC1(c2ccccc2)NC(=O)N(CC(=O)N(C)Cc2c(F)cccc2Cl)C1=O (stereo not drawn) | 15% | u | 2% | -2 | u | 1
38 | CC1(C)CC(=O)C2=C(C1)N(Cc1ccccc1)C(=O)C2(NC(=O)C(C)(C)C)C(F)(F)F (stereo not drawn) | 3% | u | 1% | -12 | -1% | -5
39 | COc1cccc(/C=N/NC(=O)c2cc(-c3ccccn3)nc3ccccc23)c1O | x | u | 4µM* | x | u | x
40 | CC1Cc2ccccc2N1C(=O)CSc1nc2ccccc2o1 (stereo not drawn) | 3% | x | u | 94* | 74%[activator] | 42*
41 | O=C(NCc1ccc(Cl)cc1)C(=O)N/N=C/c1ccc(Br)cc1 | 4% | u | 3% | 2 | 17% | 0
42 | Cc1cc([N+](=O)[O-])ccc1-c1ccc(C2Nc3ccccc3C(=O)N2O)o1 (stereo not drawn) | 11% | u | 11µM* | -20 | 48%[activator] | -2
43 | CC(C)(C)NC(=O)NC(=O)CSc1cccc(C(F)(F)F)c1 | 1% | u | 16% | 12 | u | 9
44 | NC(=O)[C@@H]1CCCNc2c(I)cc([N+](=O)[O-])cc2C(=O)N[C@@H](CO)C(=O)NCC(=O)N1 | -2% | 2% | 16% | -19 | 0% | -2
45 | O=C(Nc1cccc(NC(=O)c2ccc(Cl)cc2Cl)c1)c1cccnc1 | 4% | 6% | 32µM* | 17 | 7% | 10
46 | CCN(CCCNC(=O)CCn1c(=O)[nH]c2ccccc2c1=O)c1ccccc1 | 1% | 7% | -8% | 2 | x | -2
47 | C=CCCN(C(CC(C)C)C(=O)OC)S(=O)(=O)c1ccccc1Br (stereo not drawn) | 0%&-28% | 12µM* | 27%[8.37 µM] | -3&0 | u | 6&-5
48 | COc1ccccc1N(C)S(=O)(=O)c1ccc(Cl)c(C(=O)N2CCC2)c1 | x | 5% | -1% | x | u | x

no. | smiles | Giardia FBPA inh | Pf growth 96h | HCV inhibitor | Shiga inhibitor | Pf growth 48h | CHX counter
49 | CCCNS(=O)(=O)c1ccc(OCC(=O)Nc2ccc3c(c2)OCCO3)cc1 | 7% | x | -11% | -21 | -30% | 12
50 | CCOC(=O)C(CC)Sc1nc(N)c(NC(=O)c2ccc(OC)c(OC)c2)c(=O)[nH]1 (stereo not drawn) | -8% | 26% | -17% | -9 | -2% | -2
51 | Cc1ccc(S(=O)(=O)Cc2cccc(C(=O)N3CCOCC3)c2)cc1 | 6% | x | 13% | 3 | 15% | 7
52 | COC(=O)c1ccc(NC(=S)NC2CCc3ccccc32)cc1 (stereo not drawn) | -8% | 48%[activator] | 2% | -11 | u | 1
53 | Cc1ccccc1OCC(O)CN (stereo not drawn) | -7% | x | 18% | 8 | 16% | 6
54 | N#CC(C#N)=Cc1cccn1-c1ccc(C(=O)O)cc1 | u | 154%[activator] | 1% | -8 | 11% | -2
55 | O=S(=O)(c1ccc(-c2ccon2)s1)N1CCOCC1 | 1% | -17% | 12% | 5 | -25% | -2
56 | O=C(NC(=S)Nc1ccccc1Cl)c1cncc(C#Cc2ccccc2)c1 | -16% | 32%[activator] | 19% | -7 | -1% | -5
57 | CC(C)C(=O)NC(=S)/C=C1/N(C)c2ccccc2C1(C)C | -8% | u | u | 23 | u | 11
58 | c1cncc(CNC2CCCC2)c1 | -12% | 21% | -26% | -2 | 0% | 2
59 | COc1cccc(-c2cc(N3C(=O)Nc4ccccc4N3O)n[nH]2)c1 | 0% | 6% | 9% | -14 | 20% | -8
60 | C1CCC(OCCN2CCN(CCOC3CCCCC3)CC2)CC1 | 1% | -1% | 7% | -11 | 0% | 4

no. | smiles | Giardia FBPA inh | Pf growth 96h | HCV inhibitor | Shiga inhibitor | Pf growth 48h | CHX counter
61 | N#CCc1nc(C(c2ccccc2)c2ccccc2)no1 | u | u | -11% | -8 | u | -4
62 | O=S(=O)(NCCSc1nnc(-c2ccco2)n1-c1ccccc1)c1ccccc1 | 0% | -29% | -25% | -9 | u | -4
63 | Cc1sc2ncnc(N3CCN(Cc4ccccc4)CC3)c2c1-c1ccccc1 | 2% | 10µM* | u | 0 | 12µM* | -8
64 | COc1cc2c(c(OC)c1OC)-c1c(cc3c(c1O)OCO3)C[C@@H](C)[C@@H](C)C2 | 0% | 10µM* | -29% | -11 | u | -8
65 | CC(C)=CCOc1ccc2c(C)c(CC(=O)N3C[C@H]4C[C@@H](C3)c3cccc(=O)n3C4)c(=O)oc2c1C | -15% | 9.3µM* | -12% | -1 | u | 1
66 | Nc1c(C(=O)Nc2ccc3c(c2)OCCO3)nnn1Cc1ccccc1Cl | x | -7% | u | x | 83%[activator] | x
67 | O=C(Nc1ccc2c(c1)CCC2)c1cccc(S(=O)(=O)N2CCN(c3ccc(F)cc3)CC2)c1 | -3% | 9.3µM* | u | 86* | u | 19*
68 | Cc1ccc(C2(O)CCN3CCCCC32)cc1 (stereo not drawn) | -1% | u | 6% | -17 | 22% | -5
69 | Cc1ccc(/C=C/C2=NN(Cc3ccccc3)C(=O)CC2)cc1 | -1% | x | -7% | 3 | -10% | 4
70 | COc1cccc(/C=N/NC(N)=S)c1OCc1cccc(Cl)c1 | 0% | 3.7µM* | u | -2 | 12µM* | -4
71 | CC(C)CC(=O)Nc1ncc([N+](=O)[O-])s1 | -19% | 97%[activator] | 6% | 84* | 93%[activator] | 41*
72 | CCN(CC)S(=O)(=O)c1ccc(C(=O)OC2CCCCC2CN(C)C)cc1 (stereo not drawn) | 10% | -15% | 5% | 19 | 2% | -2
73 | CCOC(=O)c1c(C)nc(C)c(C(=O)OCC)c1-c1ccc(O)c(OC)c1 | 1% | -25% | 6% | -7 | -10% | -2
74 | O=C(Nc1nc2ccc(S(=O)(=O)N3CCCCC3)cc2s1)C1CCCO1 (stereo not drawn) | 19% | 10% | 12% | -11 | -12% | -2
